Bioassay records from PubChem.
IL-1B inflam inh: qHTS for Inhibitors of Inflammasome Signaling: IL-1-beta AlphaLISA Primary Screen; 360,000 tested, 4.7% active; activity change, % at 57.5 µM; AID 743279, 2014; THP-1 LPS/ATP IL-1B secretion, AlphaLISA, 16 h; active compounds read low; in the data active = activity change below about -50%; inconclusive = mostly about -30% to -49%; note: % is set by controls: 0 for no effect and ±100 for the full control effect
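THP-1 cells pretreated 1 hr with compounds (up to 57.5 uM final), then stimulated with LPS (250 ng/mL final) plus ATP (1.25 mM final); secreted IL-1B measured by AlphaLISA after 16 hr, decreased signal indicating inhibition.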
HT1080 IDH1KD tx: qHTS for induction of synthetic lethality in tumor cells producing 2HG: qHTS for the HT-1080-IDH1KD cell line | Potency, µM (top dose mostly 46.1 µM), for the others: at the top dose activity, negative = toxicity, actives largely listed as cytotoxic | 360,000 tested, 2% active | AID 686971, 2013 | HT-1080 IDH1 knockdown viability, ATP luminescence, 48 h;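 note: potency is the fitted concentration of half-maximal effect; 0% = DMSO wells and -100% = cell-free medium wells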
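% activity derives from luminescence (CellTiter-Glo), normalised to DMSO and no-cell wells. HT-1080-IDH1KD cells, 750/well, had 48 h compound exposure at 37 °C.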
GLP1R cytotox: qHTS of GLP-1 Receptor Inverse Agonists: Cytotox Screen; 410,000 tested, 0.13% active; HEK293 cAMP-luciferase reporter cells, luminescence, 24 h; AID 624418, 2012; Potency, µM (doses to about 38.3 µM), without a hit: top-dose activity change, negative = inhibition, most hits filed as inhibitors;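 note: loss of luciferase light is scored as toxicity; potency is the fitted concentration of half-maximal effect; % is set by controls: 0 for no effect and ±100 for the full control effect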
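A 23 nL compound transfer followed 12 hours of cell culture at 37 deg C; exposure then lasted 24 hr. Luciferase assay detection reagent was dispensed and plates read for luminescence after a 12 min room-temperature wait.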
HT1080-NT tox: qHTS for induction of synthetic lethality in tumor cells producing 2HG: qHTS for the HT-1080-NT fibrosarcoma cell line; HT-1080-NT fibrosarcoma viability, CellTiter-Glo ATP luminescence, 48 h; Potency, µM (doses to about 46.1 µM), for inactives: top-dose activity, negative = less viability, hits mostly cytotoxic; 360,000 tested, 1.6% active; AID 686970, 2013;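 note: NT is the 2HG producing partner of a matched IDH1 knockdown line; potency is the fitted concentration of half-maximal effect; 0% = DMSO-treated cells and -100% = media-only wells without cells; nearly all actives have a fitted effect of over 55% in size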
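A 48-hour cytotoxicity screen used HT-1080-NT cells plated 2 hours before compound delivery. ATP-based CellTiter-Glo luminescence measured viability, normalized to DMSO and no-cell controls.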
SW480 rereplic: A quantitative high throughput screen for small molecules that induce DNA re-replication in SW480 colon adenocarcinoma cells; 340,000 tested, 1.8% active; SW480 DNA re-replication, Hoechst DNA content imaging, 48 h; Potency, µM (titrated, usually from 46.1 µM), without a hit: top-dose re-replication activation, usual class: activators; note: potency is the fitted concentration of half-maximal effect; % of control where 0% means no effect; nearly all actives have a fitted effect of over 55% in size
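Quantitative HTS format with DMSO vehicle controls; 48 hr drug incubation at 37 C, then 40 min Hoechst staining and scanning imager measurement at 405 nm excitation.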
MCF10A rereplic: A quantitative high throughput screen for small molecules that induce DNA re-replication in MCF 10a normal breast cells; Potency, µM (top dose mostly 46.1 µM), for the others: top-dose activity, positive = re-replication, usual class: activators; AID 624296, 2012; 350,000 tested, 2.9% active; MCF 10A DNA re-replication, Hoechst nuclear intensity, 48 h; note: potency is the fitted concentration of half-maximal effect; % of control where 0% means no effect; nearly all actives have a fitted effect of over 50% in size
KB-V1 MDR tox: qHTS assay for MDR1-selective chemotherapeutics: Primary screen using the drug-selected MDR subline cells KB-V1. KB-V1 MDR cells viability, CellTiter-Glo, 72 h. Potency, µM (top dose mostly 46.1 µM), for the others: at the top dose activity change, negative = cytotoxicity, actives largely listed as cytotoxic. 400,000 tested, 3.4% active; note: potency is the fitted concentration of half-maximal effect; % is set by controls: 0 for no effect and ±100 for the full control effect; nearly all actives have a fitted effect of over 60% in size
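KB-V1 MDR subline cells in DMEM (phenol-red free, 10% FBS) exposed to compounds in qHTS concentration series for 72 h at 37 degrees C. Viability read by CellTiter-Glo luminescence; concentration-effect curves fitted after normalization and correction.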
KB-3-1 tox: qHTS assay for MDR1-selective chemotherapeutics: Primary screen using the parental adenocarcinoma cell KB-3-1; KB-3-1 viability, CellTiter-Glo ATP luminescence, 72 h; Potency, µM (series often up to 46.1 µM), for the others: top-dose activity change, negative = cytotoxic, actives largely listed as cytotoxic; 400,000 tested, 1.4% active; AID 1347075, 2019; note: potency is the fitted concentration of half-maximal effect; % is set by controls: 0 for no effect and ±100 for the full control effect; nearly all actives have a fitted effect of over 60% in size
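Parental KB-3-1 viability, qHTS format: 72 h compound exposure, 37 °C; CellTiter-Glo; media-only wells and DMSO plates as controls; concentration-effect fits on corrected data.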
D3 ag: qHTS of D3 Dopamine Receptor Agonist: qHTS. D(3) dopamine receptor (Homo sapiens), P35462. 410,000 tested, 0.58% active. D3R DiscoveRx beta-arrestin cells, luminescence, 90 min. max activation, %; in the data active = max activation above about 30%; note: 0% is about no effect; mostly tested at two doses, the higher about 12 µM
Target sequence (P35462 whole entry, looked up): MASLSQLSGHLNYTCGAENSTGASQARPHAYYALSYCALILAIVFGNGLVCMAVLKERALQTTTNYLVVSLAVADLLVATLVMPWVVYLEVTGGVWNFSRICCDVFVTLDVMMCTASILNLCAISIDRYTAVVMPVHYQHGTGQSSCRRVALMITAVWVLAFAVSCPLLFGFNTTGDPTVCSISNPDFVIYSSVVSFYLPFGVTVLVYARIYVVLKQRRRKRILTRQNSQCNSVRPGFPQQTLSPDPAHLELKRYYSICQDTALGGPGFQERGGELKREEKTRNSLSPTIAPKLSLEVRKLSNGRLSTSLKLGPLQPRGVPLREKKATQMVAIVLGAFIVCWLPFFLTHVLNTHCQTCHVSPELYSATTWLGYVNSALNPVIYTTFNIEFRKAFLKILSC
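Cells at 1500/well, incubated overnight, then treated with pinned compounds (dopamine as control) for 90 min at 37 degrees C. DiscoveRx reagent added for 30 - 60 minutes at room temperature; luminescence read.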
Active calls of the source: *; u = inconclusive; x = no result given; & = joins results of further samples; ! = repeats disagree; [ ] = dose if it differs, or a comment. Unless noted, calls come from the whole dose curve; as a rule, active = well fitted curve in the direction sought with a large enough effect; inconclusive = small, poorly fitted or top-dose-only effect, or another doubt; inactive = no such curve, though single readings can be large; an effect the other way counts as inactive or inconclusive. Compounds were not picked by outcome; any-hit rate near 11%.

SMILES	IL-1B inflam inh	HT1080 IDH1KD tx	GLP1R cytotox	HT1080-NT tox	SW480 rereplic	MCF10A rereplic	KB-V1 MDR tox	KB-3-1 tox	D3 ag
COC(=O)COc1ccc(S(=O)(=O)Nc2ccc(C(N)=O)cc2)cc1Cl	-1	29%	12%	20%	-4%	16%	-2%	-21%	-10
COC(=O)c1ccc(C2/C(=C(\O)c3ccc4c(c3)OCCO4)C(=O)C(=O)N2CCCN(C)C)cc1 (stereo unspecified)	19	0%	-9%	5%	2%	-4%	9%	8%	0
CC(C(=O)OCC(=O)N1CCCCC1)N1C(=O)c2ccccc2C1=O (stereo unspecified)	0	10%	-17%	8%	-1%	-1%	0%	6%	-15
CC(OC(=O)c1cccc(-n2cnnn2)c1)C(=O)Nc1ccc(F)cc1Cl (stereo unspecified)	12	0%	-6%	0%	-112%[inhibitor]	u	39%	15%	8
COc1ccccc1C(=O)Nc1nc2cc3c(cc2s1)OCO3	0	-4%	1%	-13%	-2%	-1%	u	5%	4
O=C(Nc1ccccc1)NC1(C(=O)NCCCN2CCOCC2)CCCCC1	9	11%	-1%	9%	1%	-1%	4%	-1%	-7
NC(=O)N/N=C\c1cccs1	-10	4%	3%	0%	-4%	6%	-4%	3%	4
CCN(CC)C(=O)c1sc2c(c1C)c(=O)n(-c1ccc(C)c(C)c1)c(=O)n2CC(=O)Nc1ccc(OC)cc1OC	x	x	-2%	x	x	x	u	0%	-11
N/C(=N\OC(=O)CSc1ccccc1)c1cccc([N+](=O)[O-])c1	-5	23%	17%	19%	-4%	14%	-9%	12%	-8
COc1ccccc1-n1c(C)c2c(OC)cccc(=O)c2c1C	-7	-7%	0%	-1%	14%	12%	u	18%	-11

Arranged by heavy-atom count (smallest number first): 3 of the compounds above
SMILES	IL-1B inflam inh	HT1080 IDH1KD tx	GLP1R cytotox	HT1080-NT tox	SW480 rereplic	MCF10A rereplic	KB-V1 MDR tox	KB-3-1 tox	D3 ag
CC(C(=O)OCC(=O)N1CCCCC1)N1C(=O)c2ccccc2C1=O (stereo unspecified)	0	10%	-17%	8%	-1%	-1%	0%	6%	-15
COC(=O)COc1ccc(S(=O)(=O)Nc2ccc(C(N)=O)cc2)cc1Cl	-1	29%	12%	20%	-4%	16%	-2%	-21%	-10
CC(OC(=O)c1cccc(-n2cnnn2)c1)C(=O)Nc1ccc(F)cc1Cl (stereo unspecified)	12	0%	-6%	0%	-112%[inhibitor]	u	39%	15%	8

(further entries)
SMILES	IL-1B inflam inh	HT1080 IDH1KD tx	GLP1R cytotox	HT1080-NT tox	SW480 rereplic	MCF10A rereplic	KB-V1 MDR tox	KB-3-1 tox	D3 ag
CCCn1c(/C=C/c2ccccc2)nc2ccccc21	-21	10µM*	-3%&-26%	10µM*	u	23µM*	29%&-17%	8%&-1%	31*!
CCOC(=O)COc1ccc(S(=O)(=O)N2CCN(c3ccccc3F)CC2)cc1	-2	-1%	1%	1%	0%	u	4%	6%	4
CS(=O)(=O)c1ccc2nc(NC(=O)c3cccc(Cl)c3)sc2c1	-3	-8%	-4%	3%	2%	-2%	-21%	0%	-15
COc1ccc([C@H]2CC(=O)C=C(c3ccc(OC)c(OC)c3)C2)cc1	u	-13%	17%	-8%	-7%	9.2µM*	-26%	-10%	5
Cc1ccc2cc(CN(CC3CCCO3)S(=O)(=O)c3ccc4c(c3)OCCO4)c(=O)[nH]c2c1C (stereo unspecified)	-5	10%	-23%	5%	0%	u	u	5%	8
COc1ccc(NC(=O)COc2ccc(C)nc2[N+](=O)[O-])cc1S(N)(=O)=O	-15	1%	-2%	-4%	-19%	u	-10%	1%	-1
CCn1c(SCc2ccc([N+](=O)[O-])cc2)nnc1C(C)NC(=O)c1ccccc1Br (stereo unspecified)	24	0%	-29%	0%	-2%	1%	0%	4%	5
CN(Cc1ccc(F)cc1)C(=O)c1sccc1-c1ccccc1	-20	-4%	5%	-1%	-10%	2%	17%	-2%	4
Oc1ccc(-c2nc(-c3ccc(O)c(O)c3)cs2)cc1	0	u	u	u	1.5µM*	u	2.1µM*	0.52µM*	4
CCc1ccc(C(=O)NC2=NC(c3ccccc3F)CC(=O)N2)cc1 (stereo unspecified)	x	x	0%	x	x	x	3%	-2%	3
CCCN(C(=O)c1cc(S(=O)(=O)N(C)c2ccc(OCC)cc2)ccc1C)C1CCS(=O)(=O)C1 (stereo unspecified)	-12	-1%	4%	-2%	-1%	-2%	0%	0%	2
COc1ccccc1N1N=C(c2cccs2)CC1c1ccccc1 (stereo unspecified)	24	-5%	x	10%	2.6µM*	16%	u	u	5
COc1ccc(NC(=S)NC(NC(=O)C(C)C)C(Cl)(Cl)Cl)c([N+](=O)[O-])c1 (stereo unspecified)	-5	-1%	-1%	-12%	u	11%	0%	-2%	-1
Cn1c(=O)n(C)c2cc(/C=N/NC(=O)c3ccc(Cl)cc3Cl)ccc21	2	-19%	-14%	-2%	-13%	10%	9%	5%	2
N#CCC(=O)Nc1ccc(C(=O)NNC(=O)CCN2CCN(c3ccccc3)CC2)cc1	3	10%	5%	17%	-1%	9%	0%	18%	0
COC(=O)c1cc2oc(C)cc2n1CC(=O)N(C)c1ccccc1	16	12%	-11%	-5%	-12%	-8%	3%	-1%	7
CC(C)(C)OC(=O)N(Cc1ccccc1)Cc1ccccc1OCc1cccc(NC(=O)C2CC2)c1	0	u	-2%	-9%	u	15µM*	u	0%	10
C[C@@H]1CN([C@H](C)CO)C(=O)CCCn2cc(nn2)CO[C@H]1CN(C)C(=O)Nc1cccc(F)c1	27	3%	5%	7%	x	x	0%	25%	5
Cc1ccccc1-c1cc(C(=O)NCc2ccc3c(c2)OCO3)nn1CC1CC(c2cccc([N+](=O)[O-])c2)=NO1 (stereo unspecified)	-13	-6%	1%	8%	3%	41%	-2%	0%	-8
CCN(c1ccccc1)S(=O)(=O)c1cccc(C(=O)N(C)CC(=O)Nc2ccc(F)c(F)c2F)c1	u	-3%	-36%	-1%[9.24 µM]	-5%	2%	4%	-2%	-1
O=C(CCN1C(=O)c2ccccc2S1(=O)=O)NCc1ccccc1Cl	1	-1%	10%	-4%	32%	2%	9%	0%	10
CC(N=C1CC(C)(C)CC(=O)/C1=C(/O)CCCN1C(=O)c2ccccc2C1=O)C(=O)O (stereo unspecified)	28	3%	-5%	-1%	5%	-1%	11%	17%	8
CC(=O)Nc1cccc(-c2ccnc3c2CC(C(=O)NCc2cccs2)O3)c1 (stereo unspecified)	47	0.65µM*	u	u	x	x	-10%	5.8µM*	-12
COc1ccccc1CC(=O)Nc1cccc(F)c1	-1	6%	0%[7.66 µM]	-2%	3%	17%	-9%	5%	0
CC(=O)Nc1ccccc1P(=O)(c1ccccc1)c1ccccc1OC(C)=O (stereo unspecified)	-16	1%	5%	13%	-8%	-1%	0%	3%	-5
CCn1c(C)[n+](Cc2ccccc2)c2ccc(C(=O)OC)cc21	-12	-3%	2%	-1%	1%	-17%	11%	u	10
Cc1cc(NC(=O)CN2CCCC2c2nc3ccccc3s2)no1 (stereo unspecified)	5	12%	-5%	u	-25%	3%	-20%	0%	3
N/C(Cc1ccc(Cl)cc1Cl)=N\OC(=O)Cc1ccc(Cl)cc1	0	6%	9%	15%	0%	2%	4%	3%	5
O=C(NC1CCCCC1)C(c1ccncc1)N(Cc1ccccc1)C(=O)c1ccc(-c2ccccc2)[nH]1 (stereo unspecified)	-28	u	-18%	u	u	u	23µM*	u	-10
Cc1noc(C)c1COC(=O)CCCNC(=O)c1ccc(Cl)cc1	10	-9%	3%	-1%	20%	-3%	-17%	-7%	1
COc1ccc(C(C)(C)C)cc1NC(=O)C1CC(=O)N(C2CCCC2)C1 (stereo unspecified)	-13	9%	0%	9%	1%	1%	-10%	-6%	2
CCN(C(=O)C(C)OC(=O)c1nn(-c2ccccc2C(F)(F)F)cc1O)c1ccccc1 (stereo unspecified)	12	-19%	17%	-2%	5%	0%	-2%	-1%	-11
CC(=O)c1cc(-c2ccc(F)cc2)n(CC(=O)Nc2cc(C)cc(C)c2)c1C	x	x	3%	x	x	x	1%	4%	5
CCCn1c(SCC(=O)/C(C#N)=C(\C)N)n[nH]c1=O	10	6%	-9%	8%	-8%	-7%	-6%	-7%	-2
COc1ccc(N(C)C2=NS(=O)(=O)c3ccccc32)cc1	44	23µM*	u	12µM*	2.6µM*	5.8µM*	-13%	u	1
Cc1ccc(C(=O)OCC(=O)c2ccc(S(=O)(=O)N3CCCCC3)cc2)o1	-10	0%	-6%	-4%	-1%	14%	-2%	-11%	-20
Cc1coc2cc3oc(=O)c(CCC(=O)O)c(C)c3cc12	-1	6%	-1%	0%	4%	-9%	17%	-7%	-5
COc1cc(S(=O)(=O)N2CCCCC2)ccc1NC(=O)c1ccncc1	14	1%	-13%	-1%	-104%[inhibitor]	-2%	-3%	0%	2
C/C(=N\NC(=O)c1ccoc1C)c1cccnc1	-1	18%	-2%	-1%	-7%	-7%	-22%	-5%	3
COc1ccc(SCc2cc(=O)c3ccc(C)c(C)c3[nH]2)cc1	x	x	13%	x	x	x	7%	4%	-2
O=C(NCc1cccnc1)c1cccc(-c2cc3ccccc3oc2=O)c1	-3	u	-11%	3%	-3%	2%	u	1%	-1
Cc1ccc(S(=O)(=O)NCC(=O)NCC(=O)NC(C)c2ccccc2Br)cc1C (stereo unspecified)	-18	-16%	-4%	-14%	-7%	5%	-20%	u	-30
O=C(NCC1CCCCC1)c1ccc([N+](=O)[O-])cc1	-19	-3%	-1%	0%	-5%	5%	-1%	0%	4
